From PubChem BioAssay
TDP1 cell CPT: growth inhibition of DT40 Tdp1-/-;hTDP1 cells with camptothecin (screen for TDP1 inhibitors). Potency, µM (titrated, usually from 46.2 µM), for inactives: at the top dose activity change, negative = growth inhibition, usual class: inhibitors. hit rate 12% among 420,000. chicken DT40 Tdp1-/-;hTDP1 cells + 20 nM CPT, ATP luminescence, 48 h; note: nearly all actives have a fitted effect of over 55% in size
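Cell growth measured by CellTiter-Glo luminescence after a minimum 48 h, 37 C compound exposure with 20 nM CPT in Tdp1-knockout DT40 cells stably expressing hTDP1, seeded 400/well; qHTS titration format.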
GCN5L2 inh: inhibitors of human GCN5L2 histone acetyltransferase; hit rate 0.21% among 390,000; Q92830; GCN5L2 HAT assay, ThioGlo1 CoA-SH fluorescence; Potency, µM (series often up to 58.9 µM), for the others: top-dose activity change, negative = inhibition, most hits filed as inhibitors; AID 504327
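Enzyme at 20nM final was mixed with library compounds for 15 min at room temperature. Peptide H3(1-25) at 75uM, acetyl-CoA at 70uM and ThioGlo1 at 50uM were then added. Plates were read immediately and after 20 min (Ex340nm/Em540nm).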
FEN1 inh: inhibitors of human flap endonuclease 1; hit rate 0.35% among 390,000; P39748; Recombinant FEN1 flap cleavage, fluorescence, 15 min; Potency, µM (highest dose often 114 µM), for inactives: at the highest dose activity change, negative = inhibition, usual class: inhibitors; AID 588795; note: nearly all actives have a fitted effect of over 65% in size
Target sequence (P39748 whole entry, looked up): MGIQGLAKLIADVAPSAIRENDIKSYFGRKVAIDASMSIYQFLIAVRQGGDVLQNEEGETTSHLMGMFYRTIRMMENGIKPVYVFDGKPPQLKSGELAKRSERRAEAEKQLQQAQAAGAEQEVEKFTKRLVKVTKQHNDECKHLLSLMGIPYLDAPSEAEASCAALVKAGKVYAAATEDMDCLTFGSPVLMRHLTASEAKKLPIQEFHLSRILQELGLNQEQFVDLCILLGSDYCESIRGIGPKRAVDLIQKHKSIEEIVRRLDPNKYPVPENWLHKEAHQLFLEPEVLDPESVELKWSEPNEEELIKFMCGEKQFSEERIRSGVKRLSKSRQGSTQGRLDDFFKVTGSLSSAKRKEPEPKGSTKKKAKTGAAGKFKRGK
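In this screen, 50 nM flap DNA substrate was added to 10 nM FEN1 pretreated with compound for 15 min at room temperature; cleavage was followed with reads at 0 and 15 min, and Hill fitting gave concentration–response parameters.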
Numbers without * were called inactive; ? = inconclusive; · = no result given; ! = not active in a repeat; [ ] = remark or other dose. Calls come from the whole dose curve; as a rule, active = well fitted curve in the direction sought with a large enough effect; inconclusive = small, poorly fitted or top-dose-only effect, or another doubt; inactive = no such curve, though single readings can be large; an effect the other way counts as inactive or inconclusive. % is set by controls: 0 for no effect and ±100 for the full control effect; potency is the fitted concentration of half-maximal effect.

SMILES | TDP1 cell CPT | GCN5L2 inh | FEN1 inh
Cc1cc(S(=O)(=O)n2cnc3ccccc32)c(C)cc1Cl | 26% | -3% | 3%
Cc1cc(Br)ccc1OCCCCN1CCCCC1 | ? | -5% | -16%
CC(Oc1cccc(Cl)c1)C(=O)Nc1cc(S(=O)(=O)N2CCOCC2)ccc1N1CCCC1 (configuration not stated) | -27% | 0% | 15%
Cc1cccc(N/N=C(\C(N)=O)C2=NC(C)(C)Cc3ccccc32)c1 | ? | -6% | -20%
O=[N+]([O-])c1ccc(/C=N/NC(=S)Nc2ccccc2)o1 | 15µM* | 4% | -12%
CCCCCn1c(=O)c(F)cn(Cc2ccc(OC)c([N+](=O)[O-])c2)c1=O | 0% | -4% | 5%
O=C1C2C3C=CC(C4CC34)C2C(=O)N1/N=C/c1ccc(-c2ccc([N+](=O)[O-])cc2)o1 (configuration not stated) | ? | -5% | 0%
CSc1cccc(NC(=O)CN(C)S(=O)(=O)c2ccccc2)c1 | -26% | -1% | 2%
Cc1cccc(C)c1OC(=O)CSc1nnc(-c2ccccc2O)o1 | -29% | -10% | -1%
CCc1noc(C)c1C(=O)N1CC(C)OC(C)C1 (configuration not stated) | 3% | -7% | -5%
Cc1cc(C)c(C)c(S(=O)(=O)NCc2ccc(C(=O)N3CCCCC3)cc2)c1C | -23% | 1% | 5%
COC(=O)C1=C(N)OC2=C(C(=O)CCC2)C1c1ccc2c(c1)OCO2 (configuration not stated) | 10% | -12% | -5%

Full records, looked up by structure. Order of values: TDP1 cell CPT, GCN5L2 inh, FEN1 inh
CSc1cccc(NC(=O)CN(C)S(=O)(=O)c2ccccc2)c1 reads -26%, -1%, 2%
CC(Oc1cccc(Cl)c1)C(=O)Nc1cc(S(=O)(=O)N2CCOCC2)ccc1N1CCCC1 (configuration not stated) reads -27%, 0%, 15%

Returning to the listing, repeating the two entries before the break.
SMILES | TDP1 cell CPT | GCN5L2 inh | FEN1 inh
Cc1cc(C)c(C)c(S(=O)(=O)NCc2ccc(C(=O)N3CCCCC3)cc2)c1C | -23% | 1% | 5%
COC(=O)C1=C(N)OC2=C(C(=O)CCC2)C1c1ccc2c(c1)OCO2 (configuration not stated) | 10% | -12% | -5%
CC1O[C@@H](Oc2c(-c3ccc(O)c(O)c3)oc3cc(O)cc(O)c3c2=O)C(O)C(O)C1O (some centres not stated) | -17% | 11% | ·
COc1ccc(Cl)cc1NC(=S)Nc1ccccc1C | ? | -3% | -3%
CCOc1ccc2nc(NC(=O)c3ccccn3)sc2c1 | 0.82µM* | 0% | -1%
Nc1cc(N)nc(SCC(=O)Nc2ccc3c(c2)OCCCO3)n1 | -6% | -5% | -2%
O=C(CSc1ccc2nnc(-c3cccnc3)n2n1)c1ccccc1 | 2% | 1% | 1%
Cc1c(C(=O)NCc2ccccc2)sc2nc3n(c(=O)c12)CCC3 | -27% | -14% | -6%
Cc1cccc(-n2ncc3c(N4CCC(C)CC4)ncnc32)c1 | ? | -11% | -8%
COc1ccc2c(CC(=O)N[C@@H](Cc3ccccc3)C(=O)O)cc(=O)oc2c1C | -6% | 4% | -7%
CC(C)OCCCNC(=O)c1cn(C)c2ccc(S(=O)(=O)N3CCCC3)cc2c1=O | -15% | 0% | -2%
COCCn1c(-c2ccccc2)nc2oc3ccccc3c(=O)c2c1=O | 2% | 1% | 2%
Cc1ccc(C(=O)Nc2ccc(-c3cn4cccnc4n3)cc2)cc1C | ? | -2% | 13%
CC1=C/C(=N\NC(=O)c2ccccc2)CC1 | 1% | 2% | -8%
Cc1ccc([N+](=O)[O-])cc1N(CC(=O)Nc1ccc(S(=O)(=O)Nc2cccc(C(F)(F)F)c2)cc1)S(C)(=O)=O | ? | -9% | -10%
C=C(C)CSc1nc2ncccc2[nH]1 | -2% | -6% | -4%
O=C1CC(C(=O)Nc2ccc(C(=O)N3CCOCC3)cc2)C2(CCCCC2)O1 (configuration not stated) | -5% | -5% | -1%
COc1ccc(OC)c(NC(=O)NCc2cccnc2)c1 | -2% | -2% | 13%
Cc1cc(N2CCOCC2)nc2ccc(NC(=S)NCCN(C)C)cc12 | -1% | -24% | 5%
CCOC(=O)c1ccc(NCc2nc3ccccc3[nH]2)cc1 | 16µM* | 2% | 17%
C[C@H](CO)N1C[C@H](C)[C@@H](CN(C)S(=O)(=O)c2ccccc2)Oc2ccc(NC(=O)C3CC3)cc2C1=O | -16% | -5% | 38%[activator]
O=[N+]([O-])c1ccc(-n2ccnc2)cc1 | 18% | -1% | -9%
CC(=O)c1c(-c2ccc(Cl)cc2Cl)noc1C | 19% | -12% | 1%
CC(C)COc1ccc(C(=O)CCN2CCCCC2)cc1 | 5.2µM* | -1% | 4%
OCCN1CCN(C(=S)c2ccc(Cl)c(Cl)c2)CC1 | 18µM* | -15% | 2%
OC1CCN(Cc2nc(Cc3ccccc3Cl)no2)CC1 | -4% | 0% | -7%
CCN(CC)CC(=O)c1c(N)n(Cc2ccccc2)c(=O)n(C)c1=O | 6% | -8% | -2%
Cc1ccc(CNC(=O)COC(=O)c2ccc(S(=O)(=O)N3CCOCC3)cc2)cc1 | -3% | -1% | -1%
COC(=O)C(C(=O)OC)c1ncc(C(F)(F)F)cc1Cl | -4% | 1% | -3%
Cc1cc(/C=N/n2cnnc2)c(C)n1-c1ccc(OCc2ccc(Cl)cc2)cc1 | 4.6µM* | -4% | -25%
Cc1ccc(CN2CCSc3ccc(C(=O)NCC4CCCO4)cc32)cc1 (configuration not stated) | ? | -15% | 0%
CC(=O)c1ccc(NC(=O)CCc2c(C)nn(-c3ccc4nncn4n3)c2C)cc1 | ? | -4% | 15%
N#CCc1nn(-c2ccccc2)c2ncnc(N)c12 | -14% | -6% | 17%
O=C(Nc1ccc2c(c1)OCO2)c1ccc(Cl)nc1 | -9% | -7% | -6%
CCC(C)(C)n1nnnc1CN1CCC(O)(c2cccc(C(F)(F)F)c2)CC1 | ? | · | 1%
CCCCCCN(CCCCCC)C(=O)Cc1c(-c2ccc(F)cc2)[nH]c2ccccc12 | 9.4µM*! | ? | -27%
CCOc1ccccc1C1CC(c2ccc(F)cc2)Nc2nc(N)nn21 (configuration not stated) | 1.2µM* | -7% | -6%
Cc1c(C(=O)N2CCOCC2)oc2c1-c1nn(CC(=O)NCc3cccc(F)c3)cc1CC2 | ? | -4% | 11%

Three entries from above, sorted by number of heavy atoms, high to low.
SMILES | TDP1 cell CPT | GCN5L2 inh | FEN1 inh
Cc1ccc(CNC(=O)COC(=O)c2ccc(S(=O)(=O)N3CCOCC3)cc2)cc1 | -3% | -1% | -1%
COC(=O)C(C(=O)OC)c1ncc(C(F)(F)F)cc1Cl | -4% | 1% | -3%
O=C(Nc1ccc2c(c1)OCO2)c1ccc(Cl)nc1 | -9% | -7% | -6%

Other entries follow.
SMILES | TDP1 cell CPT | GCN5L2 inh | FEN1 inh
COc1ccc(N(C(=O)c2cccc([N+](=O)[O-])c2)S(=O)(=O)c2cccs2)cc1 | -22% | -1% | -2%
COc1ccccc1-n1cnc2cc(C(=O)NCC3CCCO3)ccc21 (configuration not stated) | -18% | -6% | -3%
CN(C(=O)COC(=O)CNC(=O)c1sc2ccccc2c1Cl)C1CCS(=O)(=O)C1 (configuration not stated) | 25% | -2% | -6%
COc1ccc(NC(=O)CSc2nnc(Cc3cccn3C)n2-c2ccc(OC)cc2)cc1 | ? | 2% | 3%
CCOc1ccc(S(=O)(=O)N2CCCCC2)cc1NC(=O)CN1C(=O)NC(CC)(c2ccccc2)C1=O (configuration not stated) | ? | -5% | -6%
Cn1cc(Cl)c(C(=O)OCC(=O)c2ccccc2)n1 | -4% | -12% | -2%
Cc1nc(N)[nH]c(=O)c1CCCNc1ccc([N+](=O)[O-])cc1 | -6% | · | -4%
Cn1c2ccccc2c(=O)c2c(=O)n(C3CCCCCC3)c(C3CCCCC3)nc21 | 15µM* | 13% | 1%
Cc1cccc(-n2c(SCC(=O)N3CC(=O)Nc4ccccc43)nc3ccccc3c2=O)c1C | ? | -4% | 8%
CCc1ccc(-c2csc3ncn(CC(=O)N4CCOCC4)c(=O)c23)cc1 | -2% | 0% | -4%
CCc1ccc(OCC2NCCc3cc(OC)c(OC)cc32)cc1 (configuration not stated) | ? | -6% | -2%
Cc1ccc(N2CCN(c3ncnc4onc(-c5ccc(F)cc5)c34)CC2)c(C)c1 | 0% | -6% | -11%
CCOc1ccc(C(=O)OCC(=O)N2CCCC2)cc1 | -7% | -7% | 6%
COC(=O)[C@@H]1C[C@H]1[C@@H](NC(=O)c1cc(C)on1)c1ccccc1 | -2% | · | 0%
O=C(Nc1ccc(F)cc1)Nc1ccccc1C(=O)NCCN1CCNC1=O | 1% | 4% | 5%
COc1ccc(OC)c(NC(=O)Nc2ccc(O)c3ccccc23)c1 | 2.6µM* | · | -14%
CCc1cccc(C)c1NC(=O)Cn1c(=O)n(-c2cccc(C)c2)c(=O)c2c1c1cc(C)ccc1n2C | ? | -2% | -13%
CC(=O)c1ccc(OCCCC(=O)N2CCN(S(=O)(=O)c3ccc(C)cc3C)CC2)cc1 | ? | -4% | 4%
C=Cn1cc[n+](CC(=O)c2ccc(Br)cc2)c1 | ? | -6% | 24%
CCOC(=O)C1CCCN(S(=O)(=O)c2c(C(=O)N3CCCCC3)c(C)n(C)c2C)C1 (configuration not stated) | -11% | -3% | 22%
Cc1ncc(C[n+]2csc(CCOP(=O)(O)O)c2C)c(N)n1 | -10% | -3% | ·
COc1ccc(OC)c(NC(=O)C(CC(C)C)NC(=O)C2CCCCC2)c1 (configuration not stated) | ? | · | -10%
C[C@H](CO)N1C[C@H](C)[C@@H](CN(C)Cc2ccncc2)Oc2c(NS(=O)(=O)c3ccccc3)cccc2C1=O | -1% | -3% | -7%
COc1ccc(C2C(=O)N(C3CCCCCC3)CC(=O)N2CCc2ccc(OC)c(OC)c2)cc1 (configuration not stated) | ? | -2% | 13%
CCOC(=O)c1ccc(NC(=O)c2nc[nH]c2C(=O)NC)cc1 | -8% | -1% | -6%
O=C(CCNC(=O)c1ccco1)Nc1ccc(OC(F)F)c(Cl)c1 | -4% | -3% | -5%
COC(=O)c1ccc(COc2ccc(/C=N/NC(N)=S)cc2)o1 | ? | -2% | 8%
CCOc1ccc(CCNC(=O)c2oc(=O)c3ccccc3c2-c2ccc(C)cc2)cc1OCC | ? | -7% | -18%
O=C(CNC(=O)c1cccc(F)c1)OCC(=O)N1CCN(C(=O)c2ccco2)CC1 | 14% | -30% | -2%
Cc1cccnc1NC(=O)c1c(O)c2cccc3c2n(c1=O)CCC3 | ? | -4% | -1%
COc1cc(-n2c(=O)c3ccccc3n(CC(=O)OCc3ccccc3)c2=O)cc(OC)c1OC | 0% | 1% | 14%
CC(C)(C)CN1CCN(Cc2c[nH]c3ccccc23)CC1CCO (configuration not stated) | 8.2µM* | 2% | 1%
CCOC(=O)CNC(=O)CSc1nnc(SCC(=O)NCC(=O)OCC)s1 | -7% | -5% | 0%
O=C(CCN1C(=O)c2ccccc2C1=O)Nc1nc2ccccc2s1 | 2% | -5% | 9%
Cc1ccc(Nc2c([N+](=O)[O-])c(=O)n(C)c3ccccc23)cc1 | ? | -3% | 0%
COc1ccc(C(=O)NC2CCN(C(=S)Nc3ccccc3C)CC2)cc1 | 10% | 10% | -3%

Results in GCN5L2 inh, for five of the compounds above:
molecule	GCN5L2 inh
Cc1ccc(CN2CCSc3ccc(C(=O)NCC4CCCO4)cc32)cc1 (configuration not stated)	-15%
CCc1noc(C)c1C(=O)N1CC(C)OC(C)C1 (configuration not stated)	-7%
C=C(C)CSc1nc2ncccc2[nH]1	-6%
Cn1c2ccccc2c(=O)c2c(=O)n(C3CCCCCC3)c(C3CCCCC3)nc21	13%
Cc1cccnc1NC(=O)c1c(O)c2cccc3c2n(c1=O)CCC3	-4%

(list continues)
SMILES | TDP1 cell CPT | GCN5L2 inh | FEN1 inh
O=C(Nc1ccccn1)C12CC3CC(C1)CC(C(=O)Nc1ccccn1)(C3)C2 | -16% | -4% | 1%
CC(C)(C)OC(=O)N1CCC(CC2CC(c3ccncc3)=NO2)(C(=O)O)CC1 (configuration not stated) | 16% | 0% | 4%
C=CCN(c1ccccc1)S(=O)(=O)c1cccc(C(=O)NC2CCN(Cc3ccccc3)CC2)c1 | 13µM* | 1% | -1%
CC(C)N(C(=O)[C@H]1C[C@H](CC(=O)NC(C)(C)C)C(=O)N2CCc3c([nH]c4cc(CCC(=O)N(C)C)ccc34)[C@]12C)C(C)C | -6% | 2% | -17%
O=C(Cn1c(C(F)(F)F)nc2ccccc21)N=Nc1c(O)[nH]c2ccc(Br)cc12 | ? | -6% | -2%
Cc1ccc(-n2nc3c(N4CCC(C(=O)N5CCCCC5)CC4)nnc(C)c3c2C)cc1 | ? | 0% | -13%
O=C(CCC(=O)N1CCOc2ccccc21)NCc1ccccn1 | -17% | -17% | 3%
COc1ccc(NC(=O)C2CCCCN2S(=O)(=O)c2ccccc2)cc1S(=O)(=O)N1CCOCC1 (configuration not stated) | -29% | · | 14%
Cc1cc(-n2c(C)nc3ccccc3c2=O)ccc1NC(=O)c1cccc([N+](=O)[O-])c1C | 13µM* | -3% | -5%

An excerpt; the hit share may differ from the screen's.
